# ERp5 block: inhibitors of human ERp5 | AID 651711 | inhibition, % at 9.99 µM | actives 0.05% (n = 350,000) | ERp5 insulin aggregation, absorbance 650 nm, 90 min;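 active means mean replicate inhibition above about 25%, with every replicate also reaching it, limit read from the data, passing the limit was not always enough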
# RAD52 anneal inh: RAD52 (human) annealing inhibition; recombinant RAD52 DNA annealing, FRET fluorescence; P43351; AID 651710; inhibition, % at 18.7 µM; actives 0.46% (n = 360,000);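 active means every replicate showing at least 50% inhibition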
# Xi reactivation: activators of X-chromosome reactivation in mouse fibroblasts. XiGFP mouse fibroblasts, % GFP-positive cells imaging, 3 d; cells co-treated with 5-aza-dC sensitizer; scaled so ellipticine positive control = 100%. activation, % at 7.58 µM. actives 0.055% (n = 360,000). AID 743238;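 active means mean normalized replicate activation at least 10% and every replicate at or above 10%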;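 further: 0% = median of on-plate neutral control wells and 100% = ellipticine 6 µM median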
#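 System: XiGFP fibroblasts, SV40-immortalized. Medium: DMEM plus 5-aza-dC sensitizer. Doses: single point. Timing: 3 d treatment, 15 min room-temperature fixation. Control set: ellipticine 6 µM.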
# RAD54 branch: RAD54 (human) branch migration inhibition; RAD54 Holliday junction branch migration, FAM/BHQ fluorescence; actives 0.14% (n = 360,000); Q92698; inhibition, % at 10.4 µM;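 active means mean normalized replicate activity at least 40 and at least half of replicates scoring 40 or more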;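 further: 0% = median of neutral control wells and 100% = median of positive control wells; inhibitors cause a drop in the FAM fluorescence signal; in these data hits start at about 50%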
# Target sequence (Q92698 whole entry, looked up): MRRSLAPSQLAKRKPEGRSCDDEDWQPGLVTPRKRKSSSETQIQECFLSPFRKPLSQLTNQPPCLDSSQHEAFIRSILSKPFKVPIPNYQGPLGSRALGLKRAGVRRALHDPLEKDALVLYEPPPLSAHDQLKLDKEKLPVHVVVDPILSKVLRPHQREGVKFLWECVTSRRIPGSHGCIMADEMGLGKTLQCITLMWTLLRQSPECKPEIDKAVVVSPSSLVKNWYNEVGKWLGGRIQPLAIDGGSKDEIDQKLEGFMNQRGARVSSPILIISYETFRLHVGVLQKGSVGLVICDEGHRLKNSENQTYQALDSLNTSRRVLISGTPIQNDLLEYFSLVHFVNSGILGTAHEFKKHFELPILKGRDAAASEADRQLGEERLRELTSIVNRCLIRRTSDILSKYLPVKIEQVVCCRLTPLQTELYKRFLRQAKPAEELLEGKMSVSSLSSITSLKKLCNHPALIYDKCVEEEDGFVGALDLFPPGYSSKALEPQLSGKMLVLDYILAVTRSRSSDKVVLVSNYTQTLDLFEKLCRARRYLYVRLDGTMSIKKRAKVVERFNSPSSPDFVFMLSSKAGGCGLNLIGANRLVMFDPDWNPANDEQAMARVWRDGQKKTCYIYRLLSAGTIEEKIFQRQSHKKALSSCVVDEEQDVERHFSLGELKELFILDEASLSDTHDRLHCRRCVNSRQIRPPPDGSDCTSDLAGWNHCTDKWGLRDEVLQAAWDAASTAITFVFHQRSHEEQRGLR
# esBAF inh: blocks esBAF chromatin remodeling in mouse ES cells | Bmi1-luciferase knock-in reporter, 24 h; 100% = twice the neutral-well signal | reporter increase, % at 12.5 µM | actives 2% (n = 350,000) | AID 602393; in the data active means activation above about 40%;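 further: 0% = median of the plate's neutral control wells and 100% = double that signal; a rise in the Bmi1 reporter signal indicates esBAF inhibition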
# E-selectin induc: induces E-selectin expression in human endothelial cells; P16581; HUVEC E-selectin immunofluorescence imaging; normalized: neutral wells 0, TNF-alpha wells 100; activation, % at 7.58 µM; actives 0.37% (n = 260,000); AID 686992;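 active means mean E-selectin-positive cell signal at least 10% of the positive control, reached in at least 60% of replicates, without over 20% cell loss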;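 further: in these data hits start at about 27%; measured in HUVEC primary endothelial cells; signal is the percent of cells scored E-selectin positive by PE staining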
#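 Read-out basis: % PE-positive cells; Test system: HUVEC primary endothelial cells; Technique: immunofluorescence imaging; Dosing: single-point compound dose.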
# ERAP1 HTS inh: blocks human ERAP1 aminopeptidase activity; Q9NZ08; recombinant ERAP1, Leu-AMC fluorescence, 60 min; inhibition, % at 10.7 µM; actives 0.15% (n = 340,000); AID 652197;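 active means mean replicate inhibition of at least 30%, or all replicates individually reaching that 30% level; inactive means mean below 30% and not every replicate reaching it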;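 further: 0% = neutral control wells and 100% = L-leucinethiol positive control wells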
# S100A4 MyoIIA: blocks human S100A4 binding to myosin IIA peptide. AID 652163. S100A4/TAMRA-MyoIIA peptide fluorescence polarization. P26447. actives 0.14% (n = 360,000). inhibition, % at 10.7 µM;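 active means mean inhibition of at least 70% across replicates, with every replicate also reaching that level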
# Target sequence (P26447 whole entry, looked up): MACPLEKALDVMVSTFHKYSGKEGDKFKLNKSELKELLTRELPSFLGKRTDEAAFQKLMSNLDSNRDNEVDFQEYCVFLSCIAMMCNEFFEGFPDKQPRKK
#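 incubation = readout 5 min after mixing, signal stable up to 60 min | system = S100A4 monomer protein | buffer or medium = HEPES pH 7.2 with CaCl2, KCl, NaCl, DTT, Triton | benchmarks = neutral control DMSO, positive control TFP | also added = fluorescent myosin IIA peptide, 5 nM | compound dosing = one concentration per compound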
# Numbers without * were called inactive; / = not tested or not shown. Rows are unselected. About 2.5% of those tested had a hit in this group.
SMILES,ERp5 block,RAD52 anneal inh,Xi reactivation,RAD54 branch,esBAF inh,E-selectin induc,ERAP1 HTS inh,S100A4 MyoIIA
COc1ccc(CN(C)C[C@H]2Oc3ccc(NS(=O)(=O)c4ccccc4)cc3C(=O)N([C@@H](C)CO)C[C@@H]2C)cc1,-4,5,-0.4,8,0,4.6,0,1
COc1cc2c(cc1NC(=O)CSc1ccc(Cl)cc1)oc1ccccc12,/,/,-0.1,6,-1,-0.2,/,/
Cc1cc(F)ccc1N1CCC(N2CCN(C(C)C)C(CCO)C2)CC1 (configuration not stated),-1,-30,0.0,/,/,/,0,5
O=S(=O)(c1ccc(F)cc1)N1CCCCN2[C@@H](CO)[C@H](c3ccc(-c4ccccc4F)cc3)[C@@H]2C1,1,59*,/,-6,/,/,0,2
CCc1cccc(NS(=O)(=O)c2ccc3c(c2)NC(=O)C(C)S3)c1 (configuration not stated),3,-12,0.2,0,-6,/,1,-2
CN1CCN(C(=O)C[C@@H]2CC[C@H]3[C@@H](COC[C@@H](O)CN3C(=O)Nc3ccc4c(c3)OCO4)O2)CC1,/,/,0.1,-1,24,0.7,/,/
CC(C)NC(=O)N(C)C[C@@H]1Oc2ncc(-c3ccc(F)cc3)cc2C(=O)N([C@H](C)CO)C[C@@H]1C,2,13,0.1,0,-1,0.5,4,5
CCCc1cc(=O)oc2cc(OCC(=O)Nc3ccc(S(N)(=O)=O)cc3)ccc12,-14,-13,0.0,-3,3,0.8,-1,-2
COc1cc(CCC(=O)OCC(=O)Nc2ccc(C(N)=O)cc2)cc(OC)c1OC,6,1,-0.1,/,/,/,-1,-10
COc1cc(OC)cc(C(=O)n2nc(C)cc2C)c1,-3,7,/,-5,-8,/,0,-30
Cc1ccc(S(=O)(=O)N2CCCCC2)cc1NC(=O)COC(=O)c1c(F)cccc1F,5,-25,0.0,/,/,/,1,2
Cc1ccc(S(=O)(=O)N2CCC(=O)N([C@H](COCc3ccc(C(F)(F)F)cc3)C(C)C)CC2)cc1,0,-7,-0.2,/,/,-0.1,2,-2
O=C(CCc1nnc(-c2ccc3c(c2)OCO3)o1)NC(c1ccccn1)C(F)(F)F (configuration not stated),1,-9,0.0,/,/,0.7,-10,-6
O=C(NCCc1ccccc1)c1cccc2c(-c3ccc(F)c(F)c3)coc12,5,-2,0.2,-2,1,-2.2,7,8
COc1ccc(NC(=O)COC(=O)CNC(=O)C2CCCCC2)cc1OC,-1,5,0.1,-13,-7,-0.3,0,0
CC(=O)N1[C@H](CN(CC2CCC2)C(=O)CC2CC2)[C@@H](c2ccccc2)[C@@H]1CO,-4,0,0.0,1,-4,0.0,0,-2
C=C(C)C(=O)Nc1cccnc1Oc1ccc(F)cc1F,2,-13,0.2,/,/,/,-5,-2
N#Cc1ccc(-c2ccc([C@@H]3[C@@H](CO)N4C(=O)CNC[C@H]34)cc2)cc1,0,15,0.0,/,/,0.2,1,7
C[C@@H]1CN([C@@H](C)CO)C(=O)c2cc(NS(=O)(=O)c3cn(C)cn3)ccc2O[C@H]1CN(C)S(=O)(=O)c1cccs1,2,-6,-0.8,8,3,-0.3,0,-1
COc1ccc(CNC(=O)Cn2nc(C(F)(F)F)c(Br)c2C)cc1,-12,-10,0.0,-4,5,0.0,0,1
CCOc1ccc(Cc2nnc(SCC(=O)c3ccc(OC)cc3)o2)cc1,0,-8,/,-3,-8,/,-8,-5
Cc1ccc(NC(=O)CN(c2ccc(Cl)cc2)S(=O)(=O)c2cc([N+](=O)[O-])ccc2Cl)c(C)c1,2,-4,0.0,/,/,/,2,-2
COc1ccc(C(=O)NNC(=O)C(=O)NC(C)c2ccccc2)cc1OC (configuration not stated),-3,-9,-0.1,/,/,/,0,1
COc1ccccc1-c1cnc2c(c1)C(=O)N([C@H](C)CO)C[C@@H](C)[C@@H](CN(C)Cc1ccncc1)O2,0,-9,-0.1,0,-6,-0.2,0,11
N#Cc1sc(NCc2cccc(Cl)c2)nc1Cl,8,-6,0.0,8,22,/,1,-6

# Whole records, quoted from the list:
# CC(=O)N1[C@H](CN(CC2CCC2)C(=O)CC2CC2)[C@@H](c2ccccc2)[C@@H]1CO reads ERp5 block = -4; RAD52 anneal inh = 0; Xi reactivation = 0.0; RAD54 branch = 1; esBAF inh = -4; E-selectin induc = 0.0; ERAP1 HTS inh = 0; S100A4 MyoIIA = -2
# COc1ccc(CNC(=O)Cn2nc(C(F)(F)F)c(Br)c2C)cc1 reads ERp5 block = -12; RAD52 anneal inh = -10; Xi reactivation = 0.0; RAD54 branch = -4; esBAF inh = 5; E-selectin induc = 0.0; ERAP1 HTS inh = 0; S100A4 MyoIIA = 1

# New compounds follow:
SMILES,ERp5 block,RAD52 anneal inh,Xi reactivation,RAD54 branch,esBAF inh,E-selectin induc,ERAP1 HTS inh,S100A4 MyoIIA
CC1CCC(C(C)C)C(OC(=O)Cn2c(-c3ccc(Cl)cc3)[n+](C)c3ccccc32)C1 (configuration not stated),3,43,0.3,26,/,-0.1,31*,-1
Cc1noc(NS(=O)(=O)c2ccc(NC(=O)CCn3c(=O)oc4ccccc43)cc2)c1C,-2,-12,-0.3,5,2,0.0,1,-5
c1ccc(-c2nc(SCc3nc4ccccc4[nH]3)c3oc4ccccc4c3n2)cc1,0,-121,-0.1,3,-2,0.0,/,1
Cc1cccc(C)c1NC(=O)CN(C)C(=O)c1cccc(S(=O)(=O)N2CCN(c3ccc(F)cc3)CC2)c1,2,-9,0.2,-2,-24,/,1,-8
CC(=O)N1CCC(C(=O)N2c3ccccc3N=C(c3ccc(C(F)(F)F)cc3)C2C(=O)NC(C)C)CC1 (configuration not stated),-1,-19,0.1,/,/,0.2,12,-1
O=C(c1ccco1)N1CCN(C(=O)c2ccccc2NS(=O)(=O)c2ccc(F)cc2)CC1,-5,-15,-0.3,-7,/,/,-5,0
Cc1ccc(C(=O)N(Cc2cccnc2)Cc2cc3cc(C)ccc3n3nnnc23)cc1,5,2,-0.8,-4,-2,0.6,3,1
O=C(C[C@H]1CC[C@H](NC(=O)c2cccnc2)[C@H](CO)O1)NCc1ccc(Cl)c(Cl)c1,4,5,0.6,-5,-1,-0.3,-2,-4
CCN(C[C@H]1N[C@@](C)(C(=O)OC)[C@H]2C(=O)N(C)C(=O)[C@@H]12)C(=O)c1ccc(C(C)(C)C)cc1,8,-10,0.4,-7,-9,/,-2,6
C/C=C/c1ccc([C@@H]2[C@H]3CN(Cc4ccccc4)CC(=O)N3[C@H]2CO)cc1,0,-5,0.5,/,/,-0.2,-2,8
CN(C)CC(=O)N1[C@H](C#N)[C@H](c2ccccc2-c2cccc(C(=O)N(C)C)c2)[C@@H]1CO,3,1,0.2,/,/,0.1,1,2
COC(=O)c1cnn(-c2nc(OC)cc(OC)n2)c1C,4,-7,0.1,/,/,-1.5,-2,-1
CC(C)C(=O)N1N=C2CCCCC2C1(O)C(F)(F)F (configuration not stated),-2,11,-0.1,/,/,1.6,1,-1
CN1N=C2c3ccccc3CCCC2C1c1ccc(F)cc1 (configuration not stated),-2,-12,0.1,/,20,/,5,8
CC1CCCC(C)N1C(=O)COC(=O)Cc1c[nH]c2ccccc12 (configuration not stated),-1,-4,-0.1,-2,-1,2.1,0,-4
COc1ccc(NC(=O)N2CCCCN3[C@H](CO)[C@H](c4ccc(C#Cc5ccccc5)cc4)[C@H]3C2)cc1,1,95*,/,4,/,/,2,-3
CC(C)c1ccc(C(=O)N2CCN(c3cnn(C)c(=O)c3Cl)CC2)cc1,-3,-2,0.0,/,/,0.0,1,-3
CCN(CC(=O)Nc1c(F)cccc1F)C(=O)CSC(=S)N1CCCC1,18,-63,0.0,8,-2,/,1,0
Cc1cccc(-n2cnc(C(=O)NNC(=S)Nc3ccc(Cl)cc3)c2)n1,4,-129,0.0,/,/,/,2,-3
C[C@H]1CCCCO[C@@H](CN(C)S(=O)(=O)c2ccccc2)[C@@H](C)CN([C@@H](C)CO)C(=O)c2cc(NC(=O)C3CCCCC3)ccc2O1,-1,-50,0.1,-4,-1,-0.1,-1,2
CSc1ccc(OC2CCN(Cc3ccccc3)CC2)cc1,4,-2,0.0,/,/,/,3,0
CCOC(=O)/C=c1/s/c(=C/c2ccc3cc(OC)ccc3c2)c(=O)n1CC(=O)NCC1CCCO1 (configuration not stated),1,-197,-0.2,/,/,-0.1,-6,0
COc1cc(C(=O)c2ccccc2Cl)c([N+](=O)[O-])cc1OC,-1,11,0.3,-4,-5,3.0,-3,-2
CCCCCCCCCC1(CC(=O)OCC)SCCN1C(N)=O (configuration not stated),0,-14,0.6,7,/,-1.2,-3,-8
Cn1ncc([N+](=O)[O-])c1C(=O)NC1CCCCC1,-10,-7,0.0,-4,2,/,3,-2

# Additional entries.
SMILES,ERp5 block,RAD52 anneal inh,Xi reactivation,RAD54 branch,esBAF inh,E-selectin induc,ERAP1 HTS inh,S100A4 MyoIIA
O=C1CCCC(=O)C1CS(=O)(=O)c1ccccc1,2,-6,0.7,/,-2,/,2,-2
COc1ccc(NC(=O)c2cccc(N3C(=O)C4C5C=CC(C6CC56)C4C3=O)c2)c(OC)c1 (configuration not stated),2,-7,0.0,-1,-1,/,-5,-1
C[C@@H]1CCCCO[C@H](CN(C)C(=O)Cc2ccccc2)[C@@H](C)CN([C@@H](C)CO)C(=O)c2cc(NC(=O)C3CCCCC3)ccc2O1,/,/,0.1,0,-3,-0.3,/,/
COc1cccc(-c2ccc3c(c2)O[C@H](CN(C)C(=O)C2CCCCC2)[C@H](C)CN([C@@H](C)CO)S3(=O)=O)c1,-3,26,-0.1,5,0,0.0,0,9
Nc1c(N(CCO)C(=O)/C=C/c2ccco2)c(=O)[nH]c(=O)n1Cc1ccccc1,2,-25,0.1,/,/,/,1,-4
O=C(O)Cc1ccc2ccc3ccccc3c2c1,-4,-4,0.2,-10,-4,0.3,2,2
Cc1noc(C)c1COc1cccc(C(=O)Nc2ccc3c(c2)OCO3)c1,-6,-11,0.0,1,31,1.8,/,-4
COc1ccc(CN2CCCC(C(=O)c3cccc(C(F)(F)F)c3)C2)cc1O (configuration not stated),-3,-9,-0.1,0,-15,0.6,0,-18
C/C(=N\NC(=O)c1cc(C)[nH]n1)c1cccs1,-1,3,0.0,-5,-16,/,-3,-3
Cc1c(C(=O)/C=C/N(C)C)nnn1-c1ccc(Cl)cc1C#N,13,-84,0.0,-7,/,-0.1,-2,-4
COc1cccc(C(=O)NCc2ccc3c(c2)cc(C)n3C)c1,1,-88,6.5,/,/,5.3,-2,23
CCCCN(C(=O)c1ccc(-c2ccc(Cl)cc2)o1)c1c(N)n(CC(C)C)c(=O)[nH]c1=O,7,-10,0.0,-12,2,-0.3,-1,-1
CO[C@H]1CN(C)C(=O)c2ccc(NC(=O)Nc3cccc(F)c3)cc2OC[C@@H](C)N(C)C[C@@H]1C,1,-24,-0.3,-7,5,0.2,0,-1
CC(C)NC(=O)N(C)C[C@H]1Oc2ccc(NC(=O)CCCCCC(=O)Nc3ccccc3N)cc2CC(=O)N([C@H](C)CO)C[C@H]1C,0,-12,0.3,-10,-3,0.4,3,-5
COC(=O)c1cc(=O)n(Cc2cccs2)c(=Nc2ccccc2)s1,-6,5,-0.3,/,-11,/,-2,-1

# Random excerpt: two records from the list.
SMILES,ERp5 block,RAD52 anneal inh,Xi reactivation,RAD54 branch,esBAF inh,E-selectin induc,ERAP1 HTS inh,S100A4 MyoIIA
COc1cccc(C(=O)NCc2ccc3c(c2)cc(C)n3C)c1,1,-88,6.5,/,/,5.3,-2,23
Cc1noc(C)c1COc1cccc(C(=O)Nc2ccc3c(c2)OCO3)c1,-6,-11,0.0,1,31,1.8,/,-4
